# H9c2 protect: cardioprotection against H2O2-induced cell death, primary screen, uHTS, H9c2 cells, ATPLite luminescence; H9c2 cardiomyocytes, H2O2 injury protection, 2 h; protection from H2O2 cell death, % at 20 µM; 0.63% of 360,000 active; AID 588492, 2011;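 active = compounds giving at least 50% protection of heart cells from peroxide-induced death in the single-dose screen, raw or plate-pattern-corrected value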;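 also: 0% = DMSO wells with peroxide and 100% = DMSO wells without peroxide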
# Glyco luc inh: increase of ERlucT glycosylation luciferase signal, primary screen, N-linked glycosylation inhibitor project, D54 ERlucT cells, luminescence, set 2; D54 ERlucT glycosylation luciferase reporter, 24 h; percent of 100 nM tunicamycin response; reporter increase, % at 12.5 µM; 0.23% of 360,000 active;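 active = mean luciferase reporter signal, scaled so untreated is 0 and the glycosylation-blocking control 100, at or above a set limit in every replicate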;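 also: luciferase carries N-glycosylation sites so blocking glycosylation raises the light; 0% = median of neutral control wells and 100% = median of 100 nM tunicamycin wells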
# NOD2-RIPK2 inh: NOD2-RIPK2 binding disruptors in cells, primary screen, fluorescence, CHO cells, BLA complementation; Receptor-interacting serine/threonine-protein kinase 2 (Homo sapiens), O43353; inhibition, % at 4.98 µM; 0.38% of 360,000 active; CCF4 ratio; in the data active = inhibition above about 21%;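 also: 0% = vehicle only and 100% = reference blocker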
# MC4R antagonist: MC4R antagonists of cAMP signaling, primary screen, cell-based, TR-FRET, antagonist arm of biased-ligand search; Melanocortin receptor 4 (Homo sapiens), P32245; MC4R-expressing cells, MTII-stimulated cAMP, LANCE TR-FRET; inhibition, % at 6.5 µM; 0.48% of 360,000 active; AID 540295, 2011;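 active = inhibition above its plate's cutoff, the mean of tested wells on that plate plus 3 SD, cut at about 29% in these data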;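 also: 0% = Melanotan II alone and 100% = Melanotan II plus saturating MCL0020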
#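 System – human MC4R-expressing U2OS cells · Also added – Melanotan II · Dosing – one concentration, 6.5 µM nominal · Timing – 30-min compound, 1-h challenge, 1-h detection, room temperature · Measured by – Eu-cAMP/anti-cAMP TR-FRET, emission 671 nm · Replicates – singlicate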
# ABHD5 PLIN5 PPI: ABHD5-PLIN5 interaction inhibitors, primary screen, cell lysate, split luciferase complementation, luminescence. Perilipin-5 (Homo sapiens) + 1-acylglycerol-3-phosphate O-acyltransferase ABHD5 (Homo …. Split G. princeps luciferase complementation, 4 h. inhibition, % at 4 µM. AID 602281, 2012. 0.78% of 360,000 active;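 active = inhibition above the mean inhibition across every tested compound plus 3 SD, cut at about 22% in these data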;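 also: 0% = DMSO only wells and the 100% control is not disclosed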
# HTR2A ag: mouse Htr2a agonists via beta-arrestin recruitment, primary screen, cell-based, luminescence | 0.66% of 360,000 active | AID 624169, 2012 | activation, % at 7.6 µM | CHO-K1 mHTR2A beta-arrestin complementation; percent of 30 µM serotonin response | 5-hydroxytryptamine receptor 2A (Mus musculus), P35363;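 active = activation above a run cutoff, the mean activation of all tested compounds plus 3 SD, cut at about 14% in these data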;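 also: 0% = plate median of compound wells and 100% = 30 µM serotonin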
# TLR9-MyD88 block: inhibitors of TLR9-MyD88 association in cells, primary screen, cell-based, CHO, BLA complementation, fluorescence; Toll-like receptor 9 (Homo sapiens) + Myeloid differentiation primary response protein …; CCF4 FRET ratio; inhibition, % at 4.98 µM; 0.21% of 340,000 active; AID 504734, 2011;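 active = inhibition above the mean over all tested compounds plus 3 SD, cut at about 21% in these data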;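 also: 0% = DMSO only wells and 100% = clavulanate BLA inhibitor control wells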
# ABCB6 inh MLPCN: ABCB6 transporter inhibitors, primary screen, K562-ABCB6 cells, flow cytometry, MLPCN library. K562-ABCB6 porphyrin accumulation, 1 h; stronger effect = lower value. fluorescence ratio to DMSO, % at 10 µM. AID 602162, 2011. ATP-binding cassette sub-family B member 6 (Homo sapiens), Q9NP58. 0.19% of 360,000 active;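 active = fluorescence ratio to DMSO below 75%, the collection mean minus 3 SD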;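 also: signal is porphyrin accumulated inside mitochondria; 100% equals median channel fluorescence of DMSO control wells; lower ratio means ABCB6 inhibition with less porphyrin fluorescence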
# NCOA2 inhibitor: inhibition of GAL4-SRC2 driven luciferase reporter, primary screen, SRC2 inhibitor project, cell-based, luminescence; Nuclear receptor coactivator 2 (Homo sapiens), Q15596; HEK293 GAL4-SRC2 luciferase reporter; inhibition, % at 9 µM; 0.17% of 370,000 active; AID 651957, 2012;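 active = inhibition above the mean inhibition of all tested compounds plus 3 SD, set per campaign, cut at about 52% in these data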;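 also: 0% = DMSO treated cells and 100% = cells given Gossypol at 36 µM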
# Target sequence (Q15596 whole entry, looked up, the tested form may be a part): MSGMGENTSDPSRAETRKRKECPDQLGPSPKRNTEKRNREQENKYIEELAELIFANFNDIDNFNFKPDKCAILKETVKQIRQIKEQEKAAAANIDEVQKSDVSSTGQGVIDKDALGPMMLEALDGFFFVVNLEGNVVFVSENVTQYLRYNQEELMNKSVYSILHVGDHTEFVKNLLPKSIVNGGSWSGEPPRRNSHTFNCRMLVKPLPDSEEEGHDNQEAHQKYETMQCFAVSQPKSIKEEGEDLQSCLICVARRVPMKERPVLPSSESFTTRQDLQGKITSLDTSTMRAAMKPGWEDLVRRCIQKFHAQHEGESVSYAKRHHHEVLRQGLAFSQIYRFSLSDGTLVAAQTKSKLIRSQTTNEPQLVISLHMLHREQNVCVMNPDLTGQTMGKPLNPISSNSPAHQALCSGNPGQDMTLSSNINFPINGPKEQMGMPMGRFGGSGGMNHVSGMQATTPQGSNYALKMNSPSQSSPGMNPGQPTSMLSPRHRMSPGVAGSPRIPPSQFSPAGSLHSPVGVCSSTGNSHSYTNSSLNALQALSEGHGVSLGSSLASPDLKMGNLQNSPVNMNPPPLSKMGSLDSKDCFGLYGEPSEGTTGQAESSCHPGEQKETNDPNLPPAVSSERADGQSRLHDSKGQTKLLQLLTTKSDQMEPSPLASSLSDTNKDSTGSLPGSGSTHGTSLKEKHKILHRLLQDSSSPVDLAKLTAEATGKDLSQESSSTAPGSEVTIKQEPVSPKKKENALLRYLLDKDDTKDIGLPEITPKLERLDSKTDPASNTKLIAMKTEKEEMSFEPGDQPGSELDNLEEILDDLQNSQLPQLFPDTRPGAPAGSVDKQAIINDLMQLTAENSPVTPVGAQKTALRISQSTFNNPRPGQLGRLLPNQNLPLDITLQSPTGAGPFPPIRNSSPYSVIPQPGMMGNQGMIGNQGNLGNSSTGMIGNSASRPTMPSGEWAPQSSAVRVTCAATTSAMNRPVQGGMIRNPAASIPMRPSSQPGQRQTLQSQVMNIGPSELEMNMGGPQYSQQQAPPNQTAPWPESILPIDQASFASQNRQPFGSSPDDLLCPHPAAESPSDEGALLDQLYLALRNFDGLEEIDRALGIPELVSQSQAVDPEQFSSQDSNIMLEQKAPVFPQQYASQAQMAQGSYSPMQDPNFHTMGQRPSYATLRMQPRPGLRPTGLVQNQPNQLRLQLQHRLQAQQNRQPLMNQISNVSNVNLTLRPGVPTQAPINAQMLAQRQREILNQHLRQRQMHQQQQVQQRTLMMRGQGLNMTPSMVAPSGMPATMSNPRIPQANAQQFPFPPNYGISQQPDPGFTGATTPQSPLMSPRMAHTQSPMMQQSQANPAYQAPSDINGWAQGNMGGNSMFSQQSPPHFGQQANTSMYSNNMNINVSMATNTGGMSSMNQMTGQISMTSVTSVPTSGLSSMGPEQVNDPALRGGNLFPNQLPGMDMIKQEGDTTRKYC
# MC4R ag barr: MC4R agonists recruiting beta-arrestin, primary screen, cell-based, luminescence, agonist arm of biased-ligand search; Melanocortin receptor 4 (Homo sapiens), P32245; U2OS MC4R beta-arrestin complementation; percent of melanotan II response, DMSO zero; activation, % at 8.9 µM; 0.98% of 360,000 active; AID 540308, 2011;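 active = activation above a per-plate cutoff, the mean activation of sample wells on that plate plus 3 SD, cut at about 8% in these data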
# * hit, by the source's call; nt = not tested or not shown; & = joins results of further samples. These rows are one share of the data (hit frequency here may not be typical).
mol,NCOA2 inhibitor,TLR9-MyD88 block,ABCB6 inh MLPCN,ABHD5 PLIN5 PPI,NOD2-RIPK2 inh,MC4R ag barr,MC4R antagonist,Glyco luc inh,H9c2 protect,HTR2A ag
CC(C)C[C@H](NC(=O)N1CCn2c1nc1ccccc12)C(=O)N1CCCCC1,7.5,1.6,95.0,-4.4,2.9,-1.8,5.9,2.0,0.8,-3.2
Cc1nc2ccc([N+](=O)[O-])cc2s1,-16.0,8.9,99.0,-1.5,-2.4,-1.0,1.3,-0.7,4.9,3.9
COc1ccc(CNC(=O)CNC(C)c2ccc(F)cc2)cc1 (centres undefined),7.2,-4.5,104.0,-4.2,-6.4,0.5,5.2,-0.3,-0.9,-7.2
O=C(Nc1ccc(OC(F)(F)F)cc1)N1CCc2nc(NCc3cccc(Oc4ccccc4)c3)ncc2C1,3.4,nt,80.0,-8.8,3.4,1.1,8.1,-3.0,-9.8,-0.3
C=CCn1c(SCc2ccccc2)nc2scc(-c3ccc(C)o3)c2c1=O,23.9,1.8,109.0,15.0,2.9,0.2,10.9,0.0,-7.0,2.4
O=C1NC2CCCCC2C(=O)N1OS(=O)(=O)c1ccccc1 (centres undefined),-8.2,-13.0,95.0,-5.3,-8.3,-1.8,12.3,1.4,-4.2,-5.2
COc1ccc(NC(=O)c2nn(C34CC5CC(CC(C5)C3)C4)cc2[N+](=O)[O-])cc1,-4.4,-6.6,102.0,2.3,-2.4,0.3,5.0,1.0,5.1,2.1
CCCn1c(N2CCN(C(=O)Nc3ccc(Cl)cc3)CC2)nc2ccccc21,4.8,1.4,94.0,-10.1,9.7,-1.8,0.7,-0.2,-2.5,4.0
COc1ccc(Br)cc1CN(C)CC(=O)Nc1cc(Cl)cc(Cl)c1,14.5,-8.6,97.0,-2.6,-0.5,-0.1,5.1,-4.7,-11.6,0.4
Fc1cccc(Cc2noc(CN3CCOCC3)n2)c1,1.1,2.5,97.0,-5.2,-1.2,-2.4,5.3,0.1,1.4,3.9
O=C(c1cccc(Cl)c1)N1CCN(c2ccc(N3CCOCC3)nn2)CC1,-8.8,4.0,99.0,1.0,-4.6,-0.2,7.8,0.5,2.9,7.0
O=C(COC(=O)C1CCN(S(=O)(=O)c2cccs2)CC1)c1ccccc1,5.1,-1.2,95.0,4.7,-9.2,-2.0,-1.7,1.2,-0.9,-5.9
O=C(/C=C/c1ccc(O)cc1)c1ccc(NC2=C(N3CCCCC3)C(=O)c3ccccc3C2=O)cc1,1.7,-1.2,101.0,1.2,-0.8,0.3,8.1,-14.4,-22.2,-2.1
CCOc1ccccc1/C=C(\NC(=O)c1ccccc1)C(=O)NCCC(=O)O,-43.5,-2.9,102.0,4.6,1.0,0.7,4.3,1.4,-5.0,3.3
CC(=O)N1C(c2ccccc2O)C[C@]2(C)CC(=O)NC12 (some centres undefined),6.7,nt,106.0,11.6,-2.0,1.6,-10.6,0.3,4.3,7.2
CC(C)COc1cccc(C(=O)NC(=S)NCc2cccnc2)c1,5.3,13.7,97.0,-1.6,-3.7,-1.9,6.3,-2.9,-7.1,2.5
COc1ccc(C=O)cc1COc1ccc(C)cc1[N+](=O)[O-],-3.0,-1.1,84.0,-2.7,6.4,-2.7,-23.8,20.3,-11.3,-7.6
Cc1ccc(S(=O)(=O)N2CCC(=O)N(CCOCc3ccc(F)cc3)CC2)cc1,-11.8,-6.4,101.0,-6.4,-7.5,0.3,1.7,0.4,-2.6,-4.0
C[C@@H](CSc1ccc(Br)cc1)CN1CC[C@H](O)CCC1=O,-7.0,-0.3,98.0,-0.4,6.2,-1.5,3.2,-0.2,-14.7,-7.0
O=C(Nc1cccc(S(=O)(=O)N2CCCCCC2)c1)c1ccc(Cl)nc1,20.7,2.3,93.0,-4.3,-8.2,0.4,7.1,-1.7,-6.6,2.2
COCCN(Cc1cn(C)nc1-c1ccc(Oc2ccccc2)cc1)C(C)C,-12.2,-3.7,100.0,-0.9,2.2,1.8,15.3,-4.2,-5.4,-0.5
CC(C)(C)n1nc2c(c1NC(=O)COc1ccc3ccccc3c1)CS(=O)(=O)C2,11.6,8.7,97.0,-3.9,0.5,-2.1,6.0,-0.3,-3.9,-6.0
Cc1cc(OCC(O)CN2CCN(C)CC2)ccc1C(C)C (centres undefined),-0.3&2.9,-10.8&-10.0,100.0&96.0,4.0&5.1,-2.6&3.2,-1.5&-0.3,8.0&-1.5,-0.3&1.3,4.3&11.8,-12.1&-7.0
O=c1oc2ccccc2nc1/C=C(O)/C=C/c1ccc(F)cc1,-23.1,2.0,86.0,12.5,4.9,-0.2,27.2,0.7,-3.8,-2.0
CN(C)S(=O)(=O)c1ccc(NC(=S)NC(=O)C2CCC2)cc1,6.8,3.8,99.0,2.9,-9.8,2.1,5.2,0.7,1.1,2.0

# Part of the list above, limited to ABCB6 inh MLPCN, Glyco luc inh and MC4R ag barr:
Compound,ABCB6 inh MLPCN,Glyco luc inh,MC4R ag barr
CCCn1c(N2CCN(C(=O)Nc3ccc(Cl)cc3)CC2)nc2ccccc21,94.0,-0.2,-1.8
COc1ccc(Br)cc1CN(C)CC(=O)Nc1cc(Cl)cc(Cl)c1,97.0,-4.7,-0.1
Fc1cccc(Cc2noc(CN3CCOCC3)n2)c1,97.0,0.1,-2.4
O=C(c1cccc(Cl)c1)N1CCN(c2ccc(N3CCOCC3)nn2)CC1,99.0,0.5,-0.2
O=C(COC(=O)C1CCN(S(=O)(=O)c2cccs2)CC1)c1ccccc1,95.0,1.2,-2.0

# Later entries.
mol,NCOA2 inhibitor,TLR9-MyD88 block,ABCB6 inh MLPCN,ABHD5 PLIN5 PPI,NOD2-RIPK2 inh,MC4R ag barr,MC4R antagonist,Glyco luc inh,H9c2 protect,HTR2A ag
Cc1cccc(-c2n[nH]c(=S)n2/N=C/C=C/c2ccco2)c1,-9.1,2.3,99.0,1.5,-2.7,-1.2,3.9,3.3,2.3,3.0
Cc1ccc(-c2[nH]ncc2/C=N/n2c(COc3ccccc3)nc3ccccc3c2=O)cc1,-25.2,-6.3,90.0,0.9,-4.2,2.1,9.5,-4.5,45.1,5.0
O=C(O)Cn1nc(-c2ccccc2)ccc1=O,5.2,-4.3,102.0,-1.7,-1.7,-0.5,19.9,2.2,8.0,1.8
Cc1cccc(C(=O)O/N=C(/c2ccccc2)c2ccncc2)c1,14.9,1.8,99.0,-10.4,4.9,2.8,0.7,-3.9,4.9,0.8
COc1ccccc1CNC(=O)C(=O)c1cn(CC(=O)N2CCOCC2)c2ccccc12,-21.3,-1.8,99.0,-2.1,-0.9,0.9,16.1,0.6,-1.3,1.2
Cc1ccc(OCCC(=O)OCC(=O)N2CCN(S(=O)(=O)c3ccc(Cl)cc3)CC2)cc1,-13.5,-14.6,92.0,-8.0,6.2,-0.9,18.3,1.2,-8.7,1.4
O=C(Nc1cc(Cl)cc(Cl)c1)C(NCC1CCCO1)c1ccccc1 (centres undefined),-2.5,2.2,96.0,-0.2,-1.7,-1.3,8.0,-2.2,14.3,3.9
COC(=O)C1C(=O)NC(SC)=C(C#N)C1c1ccccc1F (centres undefined),16.9,5.0,98.0,-3.1,-4.5,-1.5,4.3,2.3,-2.4,0.3
CCN(C(=O)c1cc2c(=O)n3cccc(C)c3nc2s1)C1CCCCC1,4.0,-1.9,87.0,0.8,-13.2,-2.7,-4.7,0.4,19.4,0.8
O=C(Cn1nc(C(F)(F)F)c2c1CCCC2)NCCN1CCOCC1,-5.5,1.6,97.0,6.4,-8.0,-1.0,5.1,-0.2,0.7,0.5
N#C/C(=C\c1ccc(F)cc1)C(=O)NC1CCS(=O)(=O)C1 (centres undefined),2.7,-8.0,97.0,-4.2,-6.9,-1.5,-4.5,0.9,-2.2,-2.7
Cc1cccn2c(CNCCSc3nccn3C)c(C(=O)N3CCCCC3)nc12,-7.1,-4.7,100.0,-2.1,-0.2,0.5,25.5,-1.1,1.4,-4.8
COCCn1ccc2c(OCC(=O)NCc3ccc(C)cc3)cccc2c1=O,-9.4,-4.4,99.0,0.4,1.2,-2.8,1.0,1.2,2.3,1.7
Cc1nc2ccc(NC(=O)c3cc(S(=O)(=O)N4CCOCC4)ccc3C)cc2s1,5.7,-10.3,88.0,0.5,-8.0,-1.5,8.2,-3.9,-10.4,4.2
Cc1cccc(C)c1NC(=O)COC(=O)c1ccccc1O,-13.8,-4.1,177.0,1.7,0.8,-2.3,16.5,-1.1,-0.6,-1.9
NC(=O)CC(NC(=O)c1ccccc1)c1ccc(N2CCN(c3ccccn3)CC2)c([N+](=O)[O-])c1 (centres undefined),-4.1,3.2,97.0,-4.0,-11.2,-2.4,7.3,2.5,-4.5,0.5
O=C(c1ccc(F)cc1)C1CCN(C(=O)c2ccncc2)CC1,-10.0,0.5,99.0,-1.0,-13.2,-1.1,1.4,0.7,7.2,-7.3
CCCc1nc(SCC(=O)N2c3ccccc3CC2C)c2c(C)c(C)sc2n1 (centres undefined),-5.9,0.6,97.0,-1.5,-1.2,0.4,2.6,-14.1,-11.4,-4.5

# Entries of single compounds, quoted from the list. Order of values: NCOA2 inhibitor	TLR9-MyD88 block	ABCB6 inh MLPCN	ABHD5 PLIN5 PPI	NOD2-RIPK2 inh	MC4R ag barr	MC4R antagonist	Glyco luc inh	H9c2 protect	HTR2A ag
# O=C(Nc1cc(Cl)cc(Cl)c1)C(NCC1CCCO1)c1ccccc1 (centres undefined) as listed: -2.5	2.2	96.0	-0.2	-1.7	-1.3	8.0	-2.2	14.3	3.9
# Cc1cccc(C(=O)O/N=C(/c2ccccc2)c2ccncc2)c1 as listed: 14.9	1.8	99.0	-10.4	4.9	2.8	0.7	-3.9	4.9	0.8

# Screening data as filed in PubChem.
